# Screening data from PubChem BioAssay.
# PKA-R1A activ: activators of PKA-R1A holoenzyme, primary screen, biochemical, fluorescence polarization, Cy5-IP20, bovine R1A, mouse PKAc | cAMP-dependent protein kinase type I-alpha regulatory subunit (Bos taurus) + … | PKA-R1A dissociation; scaled: DMSO 0%, 113 µM cGMP 100% | activation, % at 11.4 µM | 0.083% of 340,000 active;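 active means percent activation above the mean of all tested compounds plus 3 SD, cut at about 19% in these data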;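 further: higher means more PKAc released from R1A so a rise in polarization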
# SUMO Mot1 rescue: yeast Mot1-301 growth rescue at high temperature, primary screen, SUMOylation pathway inhibitor project, S. cerevisiae, ATP luminescence, 38.5C; S. cerevisiae Mot1-301 growth rescue; percent above DMSO median, 100 means doubled; growth rescue, % at 18.8 µM; 1% of 320,000 active; AID 2716, 2010;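 active means every valid replicate shows activation above 250% relative to neutral control wells; inactive means the rest, any valid replicate at or below 250%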;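 further: OY570 slx delta 5 strain wells were the positive control but not used for scaling; some compounds called inactive have numbers as strong as hits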
# PfHsp90 set2: growth inhibition of PfHsp90-expressing yeast, primary screen, antimalarial PfHsp90 inhibitor project, S. cerevisiae, BacTiter-Glo luminescence, single point, set 2; BacTiter-Glo ATP, 48 h; yeast lacking PDR1 and PDR3 efflux regulators; inhibition, % at 9.4 µM; 0.32% of 310,000 active; AID 504621, 2011;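 active means every replicate shows inhibition above about 80%, whatever the replicate mean, limit read from the data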;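 further: 0% = DMSO neutral controls and 100% = 20 µM radicicol positive controls; yeast relying on Plasmodium falciparum Hsp90 in place of its own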
# phage Ecoli inh: growth loss of phage-infected E. coli, primary screen, RecBCD inhibitor project, absorbance, with phage, HTS | inhibition, % at 11.9 µM | 0.26% of 360,000 active | AID 651602, 2012; in the data active means inhibition above about 11%
# Tat transport: E. coli Tat export inhibitors, primary screen, MC4100, TorA-mCherry reporter, fluorescence, single point. AID 488895, 2010. inhibition, % at 10 µM. 0.036% of 340,000 active;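 active means mean replicate inhibition at least 50% and at least half of replicates individually reaching 50%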;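 further: exported cargo escapes ClpAP degradation while cytoplasmic cargo is degraded and loses fluorescence; 0% = median of neutral control wells and 100% = median of NaSCN control wells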
# AddAB inh: growth inhibition of E. coli expressing H. pylori AddAB, primary screen, AddAB inhibitor project, absorbance | 0.29% of 330,000 active | inhibition, % at 11.9 µM; in the data active means inhibition above about 12%;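 further: 0% = vehicle wells of infected cells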
# E coli growth: E. coli V3065 growth inhibition, primary screen, counter-screen for AddAB inhibitor project, absorbance, OD600 | inhibition, % at 11.9 µM | AID 449728, 2010 | 18 h | 0.27% of 330,000 active;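 active means inhibition above the campaign's mean inhibition across all tested compounds plus 3 SD, cut at about 9.9% in these data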;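 further: uninfected addAB+ strain grown without phage in ampicillin broth; 0% = DMSO wells and 100% = ciprofloxacin 0.95 µg/ml wells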
# OPRM1-OPRD1 ag: agonists of OPRM1-OPRD1 heterodimerization, primary screen, cell-based, luminescence. 0.3% of 340,000 active. activation, % at 9.3 µM. Mu-type opioid receptor (Homo sapiens) + Delta-type opioid receptor (Homo sapiens), …. AID 504326, 2011. cells; in the data active means activation above about 18%;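 further: 0% = vehicle-treated cells and 100% = reference agonist; values of inactives mirror those of a sister screen read the other way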
# OPRM1-OPRD1 inv: inverse agonists of MOR-DOR heterodimerization, primary screen, cell-based, luminescence | 0.21% of 340,000 active | cell-based MOR-DOR heterodimer luminescence, inverse agonism | inhibition, % at 9.3 µM | AID 504357, 2011; in the data active means inhibition above about 22%, passing the limit was not always enough;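 further: 0% = cells with DMSO and 100% = wells without cells with DMSO; values of inactives mirror those of a sister screen read the other way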
# HTR5A inv ctr: HTR5A inverse agonists in luminescence cell assay, primary screen, counter-screen for OPRM1-OPRD1 heterodimer inverse agonist project, full-deck HTS | 5-hydroxytryptamine receptor 5A (Homo sapiens), P47898 | HTR5A cell line, inverse agonism | inhibition, % at 9.3 µM | 0.083% of 340,000 active | AID 504634, 2011; in the data active means inhibition mostly above about 23%, no sharp cut-off; inactive means mostly below about 18%;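 further: 0% = cells with DMSO and 100% = no-cell wells with DMSO; some compounds called inactive have numbers as strong as hits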
# Target sequence (P47898 whole entry, looked up): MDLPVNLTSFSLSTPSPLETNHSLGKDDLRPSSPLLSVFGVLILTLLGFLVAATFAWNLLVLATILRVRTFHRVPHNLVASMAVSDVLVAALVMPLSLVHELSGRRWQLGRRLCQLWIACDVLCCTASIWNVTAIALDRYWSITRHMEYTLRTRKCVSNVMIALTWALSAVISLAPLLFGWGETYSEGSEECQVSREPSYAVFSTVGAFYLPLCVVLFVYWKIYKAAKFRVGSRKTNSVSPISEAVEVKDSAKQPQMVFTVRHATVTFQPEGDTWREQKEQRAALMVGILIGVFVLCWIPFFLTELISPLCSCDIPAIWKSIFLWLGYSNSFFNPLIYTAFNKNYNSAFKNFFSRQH
# PKA-R2B activ: activators of PKA-R2B holoenzyme, primary screen, biochemical, fluorescence polarization, Cy5-IP20, human; PKA-R2B holoenzyme dissociation; R2B truncated from residue 108, S112A mutant; 0% DMSO only, 100% 113 µM cGMP; AID 504700, 2011; 0.079% of 340,000 active; cAMP-dependent protein kinase catalytic subunit beta (Homo sapiens) + cAMP-dependent …; activation, % at 11.4 µM;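 active means activation above a cutoff set at the mean over all compounds plus 3 SD, cut at about 18% in these data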;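 further: higher means more holoenzyme dissociation and a rise in polarization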
# Target sequence (P31323 whole entry, looked up, other chains not shown, the tested form may be a part): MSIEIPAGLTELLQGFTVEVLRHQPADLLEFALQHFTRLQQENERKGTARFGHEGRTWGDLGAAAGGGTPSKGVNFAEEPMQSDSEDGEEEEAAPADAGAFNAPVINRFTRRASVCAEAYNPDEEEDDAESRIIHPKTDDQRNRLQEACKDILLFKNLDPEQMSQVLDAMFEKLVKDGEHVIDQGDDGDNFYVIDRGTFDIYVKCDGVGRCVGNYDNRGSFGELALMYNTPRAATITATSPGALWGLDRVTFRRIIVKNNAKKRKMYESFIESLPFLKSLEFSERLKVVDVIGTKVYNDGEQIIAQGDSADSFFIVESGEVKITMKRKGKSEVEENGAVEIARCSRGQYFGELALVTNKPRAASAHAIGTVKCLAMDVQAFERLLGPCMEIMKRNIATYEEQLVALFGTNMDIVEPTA
# * hit, by the source's call; x = no result given.
SMILES,PKA-R1A activ,SUMO Mot1 rescue,PfHsp90 set2,phage Ecoli inh,Tat transport,AddAB inh,E coli growth,OPRM1-OPRD1 ag,OPRM1-OPRD1 inv,HTR5A inv ctr,PKA-R2B activ
CCOc1ccc(NC(=O)CN(C)C(=O)c2cccnc2Sc2ccc(C)c(C)c2)cc1OCC,0,-24,-5,0.2,-9,1.3,1.4,-1.3,4,18,-7
COc1ccc(CCn2c(S)nc3ccccc3c2=O)cc1,4,-17,-14,1.2,8,0.1,0.5,1.4,-6,-5,-2
CCOC(=O)CNc1c(-c2ccc(Cl)cc2)nc2cnccn12,1,12,x,0.6,14,2.0,-0.2,-0.3,2,20,3
O=[N+]([O-])c1ccc(Cl)c(S(=O)(=O)Nc2cccc(-c3ccc(N4CCOCC4)nn3)c2)c1,2,-5,0,0.5,3,3.5,-0.4,0.9,-5,-11,-6
O=C(CCCN1C(=O)c2ccccc2C1=O)Nc1ccccc1C(=O)N1CCOCC1,-14,21,-4,0.3,-7,-1.1,0.4,-2.7,16,10,3
CN1/C(=C/c2cccc[n+]2CCO)Sc2ccccc21,3,-3,-2,-0.6,-4,0.8,0.4,0.5,-3,7,10
O=C(COc1ccccc1Cl)Nc1ccccc1C(=O)N1CCOCC1,-11,1,17,2.0,0,0.2,0.8,-1.7,9,-5,-6
O=C(CSc1nc2ccccc2c(=O)n1NC(=O)Cc1ccccc1)NCc1ccco1,-8,-9,x,3.5,-3,3.9,-1.1,-0.1,1,2,5
C[C@@H]1CC[C@@]2(OC1)O[C@H]1C[C@H]3[C@@H]4CC=C5C[C@@H](O)[C@H](O)C[C@]5(C)C4CC[C@]3(C)[C@H]1[C@@H]2C (some centres undefined),-1,42,-63,1.6,5,0.3,0.5,0.7,-3,9,0
O=[N+]([O-])/C(=C\Nc1ccc(F)cc1F)S(=O)(=O)c1ccccc1,4,62,12,0.7,-10,1.9,1.4,-0.8,4,-6,-6
Cc1ccc(C(=O)Nc2cccc(NC(=O)c3ccc(C)o3)n2)o1,5,-3,-11,0.5,-2,4.3,-0.2,-1.5,8,3,4
C=CCSc1nc(C)c2cc(C)cc(C)c2n1,2,-3,-17,1.9,6,0.1,-0.2,0.1,-1,-7,-4

# Copied from the list:
# Value of O=C(CCCN1C(=O)c2ccccc2C1=O)Nc1ccccc1C(=O)N1CCOCC1 under OPRM1-OPRD1 inv: 16
# Value of CCOc1ccc(NC(=O)CN(C)C(=O)c2cccnc2Sc2ccc(C)c(C)c2)cc1OCC under Tat transport: -9

# (more compounds)
SMILES,PKA-R1A activ,SUMO Mot1 rescue,PfHsp90 set2,phage Ecoli inh,Tat transport,AddAB inh,E coli growth,OPRM1-OPRD1 ag,OPRM1-OPRD1 inv,HTR5A inv ctr,PKA-R2B activ
CCc1ccc(C(=O)OCC(=O)NCC(F)(F)F)cc1,-15,11,-2,4.7,-9,1.1,1.1,-1.6,8,-4,-3
COCC(=O)N1CCC(Oc2ccc(C(=O)N3C[C@H]4CC[C@H]3C4)cc2)CC1,0,7,1,1.7,3,-0.8,0.7,-1.9,10,-4,-5
CN(C)c1ccc2c(c1)C(=NO)c1ccccc1-2,5,x,-91,x,-12,x,x,2.5,-11,1,-4
OC1(c2ccc(F)cc2)CCN(Cc2nnnn2Cc2cccs2)CC1,-7,404,16,0.3,-3,1.0,0.4,-1.7,10,-20,-7
COc1ccc(N(C)C(=O)C2CCN(S(=O)(=O)c3cccc4nonc34)CC2)c(OC)c1,0,-5,-6,0.1,-14,0.8,-0.3,-2.1,11,2,-6
Nc1ccc(C(=O)NC2CCSc3ccccc32)cc1[N+](=O)[O-] (centres undefined),2,-28,-14,2.4,5,0.8,-1.3,3.3,-18,11,-4
CCCCNC(=S)N(CCN(CC)CC)Cc1cc2cc3c(cc2[nH]c1=O)OCO3,-6,-1,7,2.1,-14,3.6,1.1,-2.4,12,2,4
COCCNC(=O)c1cc(S(=O)(=O)N2CCCCC2)ccc1N1CCOCC1,1,66,2,-0.2,-2,4.2,1.7,0.4,-3,-4,4
CC(=O)NCCn1c(SCC(=O)NCCC(C)C)nc2ccccc2c1=O,-11,-16,-31,2.6,8,3.1,1.4,-2.3,12,3,1
CCCCN(Cc1cc2cc(OC)ccc2[nH]c1=O)C(=O)c1ccco1,8,-12,73,-1.3,2,2.7,0.0,-1.2,5,14,-16
CCn1c(=NC(=O)CS(=O)(=O)c2ccc(F)cc2)sc2cccc(OC)c21,-4,-2,-16,3.0,-2,0.8,0.8,-4.0,20,19,-4
Cc1ccc(-c2nc(CS(=O)CC(=O)N3CCN(c4ccc(F)cc4)CC3)c(C)o2)cc1 (centres undefined),-5,0,13,-0.3,10,1.5,0.0,-0.1,0,-9,-10
CN(Cc1nccn1C)C(=O)c1ccc2nc(Cc3ccccc3F)oc2c1,11,9,14,-1.6,-10,-0.6,-1.4,1.6,-8,21,-3
CC1CC(Nc2ccccc2)c2ccccc2N1C(=O)c1cccnc1 (centres undefined),-2,1,-28,-0.5,-1,-0.8,-1.5,-1.4,8,-17,-7
Cc1ccc(C)c(CSc2nnc(-c3ccccn3)n2N)c1,3,1,14,0.8,-5,3.6,-0.3,-0.8,4,-4,7
COc1ccc(Sc2nc(-c3ccccn3)ncc2OC)cc1,-19,1,7,2.2,3,-3.3,-3.1,-2.0,10,-10,-1
CC(C)Oc1ncnc2c1[nH]c1ccccc12,-1,20,-45,2.1,-4,3.1,1.5,4.6,-23,-6,12
Cc1cccc(C)c1N1CCN(S(=O)(=O)N2CCOCC2)CC1,0,1,-13,0.4,5,0.9,1.2,-2.6,14,-22,-12
Cc1cc(C(=O)NCC(c2cccs2)N2CCOCC2)ccc1[N+](=O)[O-] (centres undefined),2,1,21,1.3,-5,3.7,2.0,-3.2,17,15,2
N#C/C(=N\Nc1ccc(Br)cc1)C(=N)N1CCOCC1,12,x,15,5.0,5,1.5,0.2,-1.0,6,16,3
Cn1c(SCC(=O)Nc2cccc(S(=O)(=O)NC3=NCCCCC3)c2)nnc1-c1ccccc1,-3,-8,19,3.0,3,2.8,2.3,-3.1,16,1,-6
CCOC1CCCCC1NS(=O)(=O)c1ccc(Cl)cc1 (centres undefined),-5,-12,9,3.8,-1,0.8,1.1,-3.1,18,4,-6
O=C(O)c1ccccc1N(Cc1ccccc1)C(=O)CO/N=C/c1ccccc1,0,2,-2,1.7,-2,-0.2,0.8,1.2,-9,18,-9
O=C(O)c1ccc(CSc2nnc(SCc3ccccc3)s2)cc1,-8,2,-46,-2.3,-4,-0.6,2.2,-0.8,4,-31,-8
O=C(Nc1nnc(C2=COCCO2)o1)c1ccc([N+](=O)[O-])cc1,-3,5,-24,0.9,-9,0.4,-0.8,-0.3,2,-7,-1
Cc1cccc(NC(=O)Cn2c(=O)oc3cc(S(=O)(=O)N4CCCC4)ccc32)n1,6,-2,5,1.8,-5,0.4,1.5,-1.9,11,5,4
O=C(CNC(=O)c1ccc(Br)cc1)NCC(=O)OCc1ccc(Cl)cc1,0,67,-7,6.8,2,-1.3,-3.5,0.7,-5,-5,0
COC(=O)c1ccc2c(=O)n(C3CCCCC3)c(SCC#N)nc2c1,-2,225,x,2.2,3,-0.4,-1.8,-0.7,4,4,8
O=S(=O)(Nc1ccc(N2CCOCC2)cc1)c1ccc(Cl)s1,1,-4,-34,1.2,-6,1.4,-0.9,0.6,-3,7,1
COC(=O)c1ccc(N2CCN(C)CC2)c(NC(=O)c2ccc(-c3ccc(Cl)cc3)o2)c1,-12,15,16,x,-3,2.6,-2.3,-5.8,19,17,4
Cc1ccc(C(=O)OCC(=O)N2CC(=O)Nc3ccccc32)s1,-2,-7,-17,0.9,2,-2.0,-0.1,-2.1,11,-14,-1
CN(C)S(=O)(=O)c1ccc(C(=O)NCC(=O)N/N=C/c2ccccc2)cc1,-5,5,-5,4.2,1,1.8,2.1,-0.1,1,9,-5
CCn1c(Cn2nnc(-c3ccccc3)n2)nnc1SCC(=O)Nc1cccc(C)c1C,-6,127,-13,-0.6,-2,-0.5,0.8,-1.4,8,1,-3
Cc1ccc(S(=O)(=O)CCC(=O)N(C)C2CCCCC2)cc1,-7,23,7,3.6,-3,2.3,0.4,-2.3,12,2,2
CCCn1c(SC(C)C(=O)NC2CC2)nnc1-c1ccncc1 (centres undefined),-7,2,-9,1.9,-9,-0.4,-0.5,-3.6,13,-23,-2
O=C(O)c1ccc(N/N=C/C2=Cc3ccccc3OC2)cc1,-1,0,72,2.6,-3,0.8,1.2,-1.6,9,-19,0
Cn1cccc1C(=O)OCC(=O)Nc1sccc1C#N,-11,38,6,1.9,10,-0.3,-1.2,-3.1,14,7,6
Cn1c(SCC#N)nc2ccccc2c1=O,-11,-5,10,2.9,16,0.3,1.9,-2.5,13,10,2
COc1ccc(-c2c(C#N)c(SCC(=O)c3cc4ccccc4oc3=O)nc(C)c2C(=O)Nc2ccccc2)cc1,2,-6,-12,0.3,-1,0.2,-0.3,-1.9,10,-8,4
Fc1ccc(CSc2nc3ccccc3[nH]2)cc1,-8,16,-34,1.8,0,1.8,2.8,-0.7,4,11,1
Cc1ccc(Cn2c(C)nc3ccc([N+](=O)[O-])cc3c2=O)cc1,5,153,-23,3.2,6,1.2,-1.1,0.3,-2,-4,0
CCOC(=O)[C@H]1[C@H]2COc3ccc(Cl)cc3[C@@H]2N2C(=O)c3ccc(F)cc3NC(=O)[C@@]12C,-4,-13,-4,3.1,-3,3.0,1.5,1.8,-10,5,-6
Cc1ccc(C(=O)ON=C2CCN(S(=O)(=O)c3ccccc3)CC2)cc1,2,x,64,0.8,8,4.3,2.2,1.1,-7,7,-3
CC1CCCC(NC(=O)NC(=O)COC(=O)c2ccc(O)cc2O)C1C (centres undefined),-22,x,-13,1.1,1,1.8,-4.7,3.8,-15,-16,-7
CCCCNC(=O)CN(CCc1ccccc1)S(C)(=O)=O,-10,-4,23,2.9,0,1.3,-0.7,-1.2,6,2,-9
CCCN(CCC)CCCNC(=O)c1ccc2c(c1)N(CC)C(=O)c1ccccc1S2=O (centres undefined),6,0,-43,2.6,-2,2.2,-2.3,-0.4,2,-7,-7
Cn1cc(Br)c(C(=O)N2CCCCCC2)n1,-3,x,3,0.1,1,x,x,-0.3,1,1,-13
COc1cccc(CNS(=O)(=O)c2ccc3c(c2)N(C(C)=O)CCO3)c1,-2,16,7,2.0,-3,-0.5,-1.1,-0.7,4,-31,-2
